Vif-APOBEC3G blk: inhibitors of Vif-APOBEC3G interaction. Potency, µM (titrated, usually from 46.1 µM), without a hit: at the top dose activity, negative = active, hits mostly inhibitors. AID 602310. 410,000 compounds, 0.076% hits. HeLa A3G-eYFP + Vif (tagged APOBEC3G with the HIV-1 protein that degrades it), YFP fluorescence, overnight;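 further: potency means the concentration at half of the fitted maximal effect; on the % scale 0 is the no-effect control and ±100 the full control effect; nearly all actives have a fitted effect of over 60% in size; hits raise eYFP signal because A3G escapes Vif-driven loss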
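HeLa cells stably expressing Vif and C-terminally eYFP-tagged A3G, seeded overnight at 37 deg C, then exposed to compound by pintool overnight at 37 deg C. Rise in yellow fluorescence (Ex 488/Em 500-530, Acumen) marks blocked Vif-driven A3G degradation.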
Glioma ERSR ind: induces the endoplasmic reticulum stress response in human glioma cells; U87-MG GRP78 promoter luciferase reporter, 16 h; Potency, µM, without a hit: at the top dose activation, usual class: activators; 420,000 compounds, 0.02% hits; AID 602332; further: potency means the concentration at half of the fitted maximal effect; series mostly up to about 76 µM; % of control where 0% means no effect; nearly all actives have a fitted effect of over 35% in size
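Stably transfected U87-MG human glioma cells carrying a GRP78-based luminescent sensor were seeded at 1000 cells/well, pin-dosed with compounds and incubated 16 h. Luciferase reagent was then added, and end-point luminescence was read after 10 min at room temperature.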
mIDH1 inhibitor: blocks human mutant IDH1 R132H enzyme | O75874 | IDH1-R132H enzyme, NADPH consumption, diaphorase/resazurin fluorescence | Potency, µM (doses to about 76.6 µM), inactives show at the top dose activity change, negative = inhibition, most hits filed as inhibitors | 390,000 compounds, 0.093% hits | AID 602179; further: potency means the concentration at half of the fitted maximal effect; on the % scale 0 is the no-effect control and ±100 the full control effect; nearly all actives have a fitted effect of over 65% in size
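IDH1-R132H (0.5 ug/mL) preincubated 30 min with compound, then NADPH (0.016 mM) and alpha-KG (2 mM) added; 80 min at RT, pH 7.5. Remaining NADPH coupled via diaphorase/resazurin to fluorescence (540/590 nm); concentration-response curves normalized to no-enzyme control.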
RXFP1 agonist: agonists of human relaxin receptor RXFP1; Potency, µM (highest dose often 57.5 µM), inactives show at the top dose activation, hits mostly activators; Q9HBX9; HEK293T-RXFP1 cAMP TR-FRET, 30 min; response scale: percent of porcine relaxin response, buffer zero; 370,000 compounds, 0.3% hits; further: potency means the concentration at half of the fitted maximal effect; on the % scale 0 is the no-effect control and ±100 the full control effect; nearly all actives have a fitted effect of over 60% in size; many of its hits are not listed in these tables
Target sequence (Q9HBX9 whole entry, looked up): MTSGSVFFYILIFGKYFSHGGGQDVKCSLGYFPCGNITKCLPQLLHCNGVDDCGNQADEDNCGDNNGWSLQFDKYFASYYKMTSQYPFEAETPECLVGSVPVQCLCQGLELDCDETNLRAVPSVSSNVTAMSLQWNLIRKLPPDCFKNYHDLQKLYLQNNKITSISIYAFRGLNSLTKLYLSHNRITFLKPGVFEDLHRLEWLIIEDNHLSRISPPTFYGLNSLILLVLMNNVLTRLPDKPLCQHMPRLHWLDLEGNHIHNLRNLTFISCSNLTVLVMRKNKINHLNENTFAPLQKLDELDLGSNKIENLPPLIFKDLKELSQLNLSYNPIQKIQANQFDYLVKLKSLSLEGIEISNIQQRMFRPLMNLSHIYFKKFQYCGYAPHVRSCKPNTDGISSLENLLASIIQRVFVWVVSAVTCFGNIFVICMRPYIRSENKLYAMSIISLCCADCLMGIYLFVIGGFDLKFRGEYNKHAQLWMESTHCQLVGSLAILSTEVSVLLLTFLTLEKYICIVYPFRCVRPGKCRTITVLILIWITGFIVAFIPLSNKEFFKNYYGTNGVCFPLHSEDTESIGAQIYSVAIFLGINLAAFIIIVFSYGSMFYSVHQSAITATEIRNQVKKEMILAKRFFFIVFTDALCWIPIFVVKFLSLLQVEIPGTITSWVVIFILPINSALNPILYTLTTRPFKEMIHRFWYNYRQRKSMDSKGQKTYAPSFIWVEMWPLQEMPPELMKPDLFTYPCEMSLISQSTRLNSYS
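HEK293T cells stably expressing RXFP1 were pretreated with the PDE4 inhibitor Ro 20174, exposed to compounds for 30 min at 37C, lysed, and cAMP was read by TR-FRET. Data normalized to buffer (basal) and 29 nM porcine relaxin (100%).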
Vif-A3F inh: inhibitors of Vif-A3F interaction; HeLa A3F-eYFP + Vif (tagged APOBEC3F with the HIV-1 protein that degrades it), YFP fluorescence increase; Potency, µM (series often up to 46.1 µM), inactives show at the top dose activity, negative = active; 390,000 compounds, 0.2% hits; further: potency means the concentration at half of the fitted maximal effect; % of control where 0% means no effect; nearly all actives have a fitted effect of over 65% in size
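HeLa cells stably expressing A3F-eYFP plus Vif, plated and incubated overnight at 37 deg C, then exposed to compounds overnight at 37 deg C. Blocked degradation read as raised yellow fluorescence (Ex 488/Em 500-530).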
TrxR1 substrate: substrates of rat thioredoxin reductase 1; purified TrxR1 substrate turnover, NADPH consumption readout; Potency, µM (highest dose often 114 µM), without a hit: at the top dose activity change, negative = substrate turnover; 390,000 compounds, 0.01% hits; O89049; further: potency means the concentration at half of the fitted maximal effect; on the % scale 0 is the no-effect control and ±100 the full control effect; nearly all actives have a fitted effect of over 50% in size
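Rat TrxR1, dispensed at 90 nM, was prereduced with 400 uM NADPH (final) for 5 min at ~22 deg C, then incubated with compound 15 min before 400 uM selenite. A first-read NADPH fluorescence drop versus no-compound background flagged substrates.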
USP1-UAF1 inh: USP1/UAF1 (human) deubiquitinase inhibition. O94782. recombinant USP1/UAF1, Ub-Rhodamine cleavage fluorescence. Potency, µM (series often up to 57.1 µM), inactives show top-dose activity change, negative = inhibition, usual class: inhibitors. 390,000 compounds, 0.23% hits; further: potency means the concentration at half of the fitted maximal effect; on the % scale 0 is the no-effect control and ±100 the full control effect; nearly all actives have a fitted effect of over 60% in size; inactives centre near -12
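1 nM enzyme complex + cpd, 15 min RT; start with Ub-Rho 150nM final; kinetic fluorescence ex 480/em 540, 6 reads q60 s. Buffer 50mM HEPES pH 7.8, 0.5mM EDTA, 0.1 mg/ml BSA, 1mM TCEP, 0.01% Tween-20.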
LDHA inh: blocks human lactate dehydrogenase A. P00338. purified LDHA, NADH/diaphorase-resazurin fluorescence; hits give low values. activity change, % (values are at about 110 or 230 µM). 480,000 compounds, 0.15% hits. AID 1347041; in the data active means activity change below about -30%; inconclusive means mostly about -25% to -30%;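 further: plate controls were DMSO wells for no effect and wells without enzyme for full effect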
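LDH5 2 nM; NADH 0.06 mM, pyruvate 0.2 mM; 200 mM Tris pH 7.4, EDTA, Tween-20; 5 min RT. Detection: diaphorase 0.133 mg/mL + resazurin 37 µM, fluorescence ex540/em590 at 0 and 20 min; normalized to enzyme-free and DMSO wells.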
PI4K2A block: blocks human PI4K2A kinase activity; Q9BTU6; 420,000 compounds, 0.13% hits; activity change, negative = inhibition, % at 76.9 µM; purified PI4K2A, ADP-Glo luminescence, 1 h; hits give low values; in the data active means activity change below about -50%; inconclusive means mostly about -30% to -49%;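 further: -100% = wells without enzyme as full effect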
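In this quantitative HTS, ADP production by PI4K2A was quantified luminescently after 1 h at ambient temperature; 100 microM adenosine served as plate-quality control.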
The depositor's hits bear a star; ? = inconclusive; · = not tested or not shown; [ ] = another dose, or the depositor's remark. Unless noted, the call rests on the fitted dose curve; in most records, active means well fitted curve in the direction sought with a large enough effect; inconclusive means small, poorly fitted or top-dose-only effect, or another doubt; inactive means no such curve, though single readings can be large; an effect the other way counts as inactive or inconclusive. Only part of the results is shown (hit frequency here may not be typical).

SMILES | Vif-APOBEC3G blk | Glioma ERSR ind | mIDH1 inhibitor | RXFP1 agonist | Vif-A3F inh | TrxR1 substrate | USP1-UAF1 inh | LDHA inh | PI4K2A block
O=C(Cn1c(=O)c2cccn2c2ccc(F)cc21)Nc1cccc(F)c1 | 1% | -3% | -8% | 23% | -4% | 8%[11.4 µM] | -23% | -6 | 0
CCOC(=O)Cc1nn(CCc2ccccn2)c(=O)c2ccccc12 | 0% | 0% | 1% | 0.0% | -7% | 6%[57.1 µM] | -17% | -4 | -2
CCNC(=S)N=Nc1c(O)[nH]c2ccc([N+](=O)[O-])cc12 | 2% | 1% | -6% | -0.1% | 2% | -15%[57.1 µM] | -2% | 4 | 0
COc1ccc(C(=O)NNC2=NC(C)(C)Cc3ccccc32)cc1 | 0% | 0% | -2% | 1.5% | -7% | 0% | -18% | -3 | -5
COc1ccc(S(=O)(=O)N(Cc2ccccc2)Cc2nc(-c3ccccc3)no2)cc1 | -2% | -5% | -4% | -0.1% | -13% | 3% | -17% | -4 | 2
COc1ccc(C)cc1NC1=C(Cl)C(=O)N(C2CCCCC2)C1=O | -2% | -6% | 4% | 2.0% | -11% | 6% | -29% | 0 | 4
CCN1CCCC1CN(Cc1cc2cc(C)cc(C)c2[nH]c1=O)C(=O)Nc1ccccc1OC (stereo not drawn) | -10% | -1% | 1% | ? | -6% | 11%[57.1 µM] | -17% | 0 | 7
Cc1ccc(NC(=O)CSc2ccc(-c3sc(-c4ccccc4)nc3C)nn2)cc1F | 2% | 1% | 0% | 2.6% | 0% | 13% | -13% | 2 | -3
CCOc1ccccc1C1CC(=O)NC(C)=C1C(=O)OC1CCCCCC1 (stereo not drawn) | -8% | 9% | ? | 16% | -5% | -5% | -21% | -5 | 2
O=C(NN1CCOCC1)c1cn(-c2ccccc2)nc1-c1cccs1 | 1% | 1% | -5% | 0.0% | -1% | -3% | -5% | -5 | 3
CCCCCCCn1c(C)nnc1-c1cnn(C)c1N | -9% | -2% | 0% | 5.6% | -14% | 3% | -23% | 1 | -4
Cc1ccc([N+](=O)[O-])cc1NC(=S)NC(=O)CC(C)(C)C | -7% | -3% | 16% | -3.6% | 0% | 2% | -15% | -14 | -1
CC(=O)Nc1ccc(NC(=O)C2CCN(c3c(Cc4ccccc4)c(C)nc4ncnn34)CC2)cc1 | -11% | 1% | 6% | · | 6% | -6% | -3% | -10 | -2
CCCC1=Nc2cc(C(=O)NC3CCCC3)ccc2Sc2ccc(C)cc21 | -14% | -4% | 3% | 3.7% | -13% | -2% | ? | 2 | -1
Cc1c(C(=O)O)sc2nc(CSc3nnc(-c4ccc(F)cc4)n3C)[nH]c(=O)c12 | -4% | -2% | 9% | 5.0% | ? | 7%[57.1 µM] | -8% | -3 | -7
COc1ccc(OCC(O)CN2CCCC2)cc1 (stereo not drawn) | 3% | 7% | -3% | 0.3% | 0% | 1% | -10% | -6 | -2
CC(C)Cn1c(=O)c2ccccc2n2c(SCC(=O)N3c4ccccc4CC3C)nnc12 (stereo not drawn) | -6% | -5% | 8% | 1.9% | -8% | 5% | -4% | -3 | -1
COCC(C)N1CCC(n2nccc2NC(=O)CCCc2ccccc2)CC1 (stereo not drawn) | -1% | -2% | 6% | 0.2% | -7% | 1% | -12% | -3 | 6
COc1ccccc1C(=O)N/C(=C\c1cn(S(=O)(=O)N(C)C)c2ccccc12)C(=O)NCCCN1CCOCC1 | -1% | 1% | -3% | 0.4% | -25% | 5%[57.1 µM] | -26% | -2 | -3
COCCN(C(=O)CCc1ccc(OC)cc1)c1nnc(-c2ccncc2)s1 | 0% | -6% | 4% | -0.5% | 2% | 2%[57.1 µM] | 1% | 1 | -3
COC(=O)c1cccc(/C=N/NC(N)=S)c1O | -6% | 7% | 11% | -2.0% | ? | 16% | -17% | -4 | -7
CCC(=O)N1CCc2cc(S(=O)(=O)NCCC(=O)NC3CCCCCC3)ccc21 | 2% | 4% | 1% | 4.0% | 5% | 4% | -20% | -2 | -5
COC(=O)c1cc(=O)n(Cc2ccco2)c(=Nc2ccc(F)c(Cl)c2)s1 | ? | -12% | -4% | -1.3% | 11% | 0%[57.1 µM] | -19% | 0 | 0
CCOC(=O)c1nn(-c2ccc(Cl)cc2)cc1O | 1% | 3% | 2% | 1.4% | -6% | 7%[57.1 µM] | -23% | -2 | -6
CCCCCCCCCC(=O)N[C@@H]1c2cc(OC)c(OC)cc2C[C@H]1O | -2% | 0% | -7% | · | 0% | -5% | -20% | -1 | -4

The list continues:
SMILES | Vif-APOBEC3G blk | Glioma ERSR ind | mIDH1 inhibitor | RXFP1 agonist | Vif-A3F inh | TrxR1 substrate | USP1-UAF1 inh | LDHA inh | PI4K2A block
CN1C(=O)C(C)(C)c2cc(S(=O)(=O)NCCc3ccc(Cl)cc3)ccc21 | -4% | 7% | -1% | 1.1% | 0% | -3%[57.1 µM] | -4% | 2 | -1
COCCNC(=S)N/N=C1\CC(C)CC(C)(C)C1 (stereo not drawn) | 2% | -2% | -4% | -0.3% | ? | 4%[57.1 µM] | 1% | -4 | -4
O=C(Cc1ccc(Cl)cc1)Nc1cccc(S(=O)(=O)Nc2ccccc2F)c1 | 0% | -3% | -7% | 1.1% | 4% | -6% | -26% | -7 | -7
Cc1ccc(-n2c(=O)c3c(c4cc(C)ccc4n3C)n(CC(=O)NCc3ccccc3Cl)c2=O)cc1 | -1% | 1% | -6% | 0.2% | -7% | 14% | -23% | -2 | -3
CCn1nc(C)c2c(-c3ccccc3)cc(=O)n(C(C)C(=O)NCc3ccc(C)cc3)c21 (stereo not drawn) | 3% | -4% | 18% | -2.5% | 0% | -1%[57.1 µM] | 1% | -2 | 1
COc1ccc(OC)c(S(=O)(=O)Nc2ccccc2C)c1 | -1% | 0% | 1% | 0.6% | 0% | 8% | -2% | -1 | 0
O=S(=O)(NC(=S)NC1CCCCC1)c1cccs1 | -3% | 1% | -1% | 2.8% | -5% | 12%[57.1 µM] | -18% | -5 | 2
COc1ccc(/C=N/NC(=S)SC)cc1OC | -6% | 3% | 8% | 0.7% | ? | -13% | -3% | 3 | 6
CC(NC(=O)c1ccc(C(C)(C)C)cc1)C(=O)O (stereo not drawn) | 1% | -3% | -7% | 3.6% | -10% | -3% | -10% | -9 | -1
CCOC(=O)c1sc(=S)n(-c2cccc(OC)c2)c1N | 1% | 1% | 7% | -0.1% | 1% | -3% | -16% | -3 | 0
COc1ccc(NC(=O)COC(=O)C2CCC(C(C)(C)C)CC2)c([N+](=O)[O-])c1 (stereo not drawn) | 0% | -1% | 0% | 1.3% | 0% | 0% | -16% | 5 | -4
CN(C)/C(=N\O)c1c(Cl)cccc1Cl | -2% | -8% | 7% | 0.4% | -3% | 9% | -20% | -8 | 0
S=C(NCCc1ccccc1)N/N=C/c1c(Cl)cccc1Cl | 1% | -1% | 1% | 9.0% | -10% | -2%[57.1 µM] | -11% | -2 | 1
Cc1ccccc1Cn1ccc(NC(=O)CCSc2nc(-c3ccco3)cc(C(F)(F)F)n2)n1 | 0% | -4% | 1% | 0.6% | 2% | 2%[57.1 µM] | -9% | -2 | 6
CCN(C[C@H]1N[C@@](C)(C(=O)OC)[C@H]2C(=O)N(Cc3ccccc3)C(=O)[C@@H]12)C(=O)c1ccc(C)cc1 | 4% | -1% | 0%[38.3 µM] | · | 0% | 2% | -22% | -4 | 2
O=C(COC(=O)c1ccc(F)c(S(=O)(=O)N2CCCCC2)c1)NCc1ccc(F)cc1 | -6% | -5% | 0% | -0.7% | 9% | 1% | -20% | 3 | -20
COCCOC(=O)C1=C(C)N(Cc2ccccc2)C(=O)NC1c1ccc(OC)cc1 (stereo not drawn) | -1% | -5% | -6% | -0.1% | 1% | -12% | -3% | -10 | 4
O=C(CN(c1ccc(Br)cc1)S(=O)(=O)c1ccc(Cl)c([N+](=O)[O-])c1)NCCc1ccccc1 | 0% | -1% | 19% | 2.1% | 0% | 9% | -14% | -10 | 6
Cc1c(NC(=O)CN2C(=O)NC3(CCCCC3C)C2=O)cccc1[N+](=O)[O-] (stereo not drawn) | 2% | -3% | 5% | 2.4% | -5% | 0% | -10% | -1 | 3
O=C(CSCc1ccc(Br)cc1)NC1CC1 | 0% | 2% | -7% | 2.0% | -2% | -2% | -14% | -4 | -1
COc1ccc(S(=O)(=O)N2CCC(c3nc4ccccc4[nH]3)CC2)cc1 | 2% | -4% | -4% | 0.0% | -15% | 0% | -20% | -3 | 5
O=C(Nc1ccc(S(=O)(=O)NCc2ccco2)cc1)c1ccc(F)cc1 | 2% | 1% | 5% | 9.9% | 0% | -3% | -7% | -5 | -1
O=C(c1ccccc1F)N1CCN(Cc2ccc3c(c2)OCO3)CC1 | 0% | 0% | 3% | -4.3% | 8% | -9% | -9% | -23 | -1
c1ccc2c(c1)ncn2CCCCOc1ccc2c(c1)CCC2 | 7% | 4% | 3% | -1.7% | -7% | -5% | -20% | -13 | 14
